# PLCb3 inh = PLC-beta3 (human) inhibition, primary screen; Q01970; Purified PLC-beta3, fluorogenic substrate, fluorescence; inhibition, % at 12.2 µM; hit rate 0.18% among 370,000; AID 720704; in the data active = inhibition above about 11%;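 note: 0% = median of compound wells on plate and 100% = full blocker control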
# Target sequence (Q01970 whole entry, looked up): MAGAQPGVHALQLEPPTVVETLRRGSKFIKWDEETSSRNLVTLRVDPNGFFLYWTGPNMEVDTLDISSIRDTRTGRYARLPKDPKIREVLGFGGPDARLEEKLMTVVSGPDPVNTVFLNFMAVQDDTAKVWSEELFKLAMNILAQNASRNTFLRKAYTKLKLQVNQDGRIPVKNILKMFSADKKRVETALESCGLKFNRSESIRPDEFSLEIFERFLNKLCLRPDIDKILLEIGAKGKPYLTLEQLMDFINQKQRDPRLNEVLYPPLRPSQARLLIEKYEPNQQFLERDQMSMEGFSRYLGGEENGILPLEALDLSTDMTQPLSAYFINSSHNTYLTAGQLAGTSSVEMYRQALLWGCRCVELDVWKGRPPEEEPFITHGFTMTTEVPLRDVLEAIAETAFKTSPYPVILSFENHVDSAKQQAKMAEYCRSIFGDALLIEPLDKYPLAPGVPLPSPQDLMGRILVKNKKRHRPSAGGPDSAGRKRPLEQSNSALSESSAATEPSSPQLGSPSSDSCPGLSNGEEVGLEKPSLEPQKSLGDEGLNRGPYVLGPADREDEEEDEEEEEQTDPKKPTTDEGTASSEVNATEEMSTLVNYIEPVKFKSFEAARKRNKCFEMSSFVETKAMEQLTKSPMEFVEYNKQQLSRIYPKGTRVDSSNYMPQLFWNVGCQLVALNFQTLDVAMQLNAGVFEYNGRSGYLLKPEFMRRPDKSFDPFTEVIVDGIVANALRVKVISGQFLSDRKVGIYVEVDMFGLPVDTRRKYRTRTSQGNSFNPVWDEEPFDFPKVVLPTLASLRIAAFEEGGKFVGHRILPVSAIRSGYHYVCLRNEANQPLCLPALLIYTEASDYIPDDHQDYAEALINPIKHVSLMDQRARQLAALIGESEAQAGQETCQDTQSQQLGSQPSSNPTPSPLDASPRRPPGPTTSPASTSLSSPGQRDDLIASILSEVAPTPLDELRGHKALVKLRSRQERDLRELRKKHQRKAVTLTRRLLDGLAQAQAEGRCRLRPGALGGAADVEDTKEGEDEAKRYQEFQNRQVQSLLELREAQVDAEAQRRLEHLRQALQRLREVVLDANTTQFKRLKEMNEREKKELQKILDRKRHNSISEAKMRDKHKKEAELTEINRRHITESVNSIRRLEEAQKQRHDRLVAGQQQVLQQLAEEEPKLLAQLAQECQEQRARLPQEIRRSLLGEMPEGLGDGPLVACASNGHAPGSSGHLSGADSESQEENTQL
# ADAM17 inh = ADAM17 inhibition, QFRET primary screen; P78536; recombinant ADAM17, EDANS/DABCYL FRET peptide cleavage; inhibition, % at 6.95 µM; hit rate 0.83% among 370,000;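 active = inhibition above the mean of compounds lying between control limits plus 3 SD, set per campaign, cut at about 8.5% in these data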;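 note: 0% = DMSO-only wells as the low control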
# hcDAF-12 act = H. contortus DAF-12 activation, primary screen; HEK293 hcDAF-12 lit1-tk-luc reporter, luminescence; 0% DMSO, 100% Δ7-dafachronic acid; activation, % at 6.8 µM; hit rate 1.4% among 370,000;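 active = activation above the mean of all tested compounds plus 3 SD, cut at about 5.5% in these data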;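 note: 100% = response to 3 µM Δ7-dafachronic acid high control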
# SMARCA2 activ = increases SMARCA2 function in MMTV reporter cells; activation, % at 9.1 µM; hit rate 1% among 370,000; MG213 cells, MMTV-luciferase reporter, dexamethasone, overnight; in the data active = activation above about 7.8%;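 note: 0% = vehicle wells and 100% = reference activator wells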
# MBD2 DNA inh = blocks human MBD2 binding to methylated DNA. Q9UBB5. inhibition, % at 4.4 µM. TR-FRET, MBD2 binding to methylated oligonucleotide. hit rate 0.31% among 370,000; in the data active = inhibition above about 13%
# ssDAF-12 act = S. stercoralis DAF-12 activation, primary screen. AID 652126. activation, % at 6.8 µM. hit rate 1% among 370,000. HEK293 ssDAF-12/GRIP1 lit1-tk-luc reporter, luminescence; % of 3 µM dafachronic acid response;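 active = activation above the mean over all tested compounds plus 3 SD, cut at about 0.9% in these data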;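 note: 0% = DMSO-only wells and 100% = 3 µM delta7-dafachronic acid wells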
# DAX1 inh-1 = inhibits human nuclear receptor DAX1; inhibition, % at 6.75 µM; AID 504766; HEK293 Gal4-DAX1 luciferase reporter, luminescence; hit rate 0.99% among 340,000;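 active = inhibition above the mean over all tested compounds plus 3 SD, cut at about 4.2% in these data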;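 note: 0% = DAX1-transfected cells with DMSO and 100% = empty-vector control cells with DMSO; inhibition shows as a rise in luminescence from relieved DAX1 repression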
# DAX1 inh-2 = inhibitors of DAX1 repression of SF-1 activated StAR promoter. inhibition, % at 6.8 µM. AID 652010. HEK293T StAR-luciferase reporter, SF-1/DAX-1 repression relief. hit rate 1.1% among 370,000;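 active = inhibition above the mean over all tested compounds plus 3 SD, cut at about 3.6% in these data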;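 note: 0% = DAX-1 cells with DMSO and 100% = cells lacking DAX-1 with DMSO; higher inhibition means more luminescence from relief of DAX-1 repression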
# Rev-erbA mod = modulators of human Rev-erb alpha DNA binding | activity, % at 10 µM | Rev-erbα–FITC-DNA binding, fluorescence polarization, 90 min | hit rate 0.79% among 370,000 | P20393;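 active = activity above about 14%, limit read from the data; passing the limit was not always enough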;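 note: 0% = DMSO wells with 35 nM protein and 100% = DMSO wells with 750 nM protein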
# hgDAF12 agonist = hgDAF-12 agonism, primary luciferase screen; HEK293 GAL4-hgDAF12 UAS-luciferase reporter, agonist luminescence; normalized to butyrate control; activation, % at 6.8 µM; hit rate 1.8% among 370,000;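 active = activation above a cutoff set at the mean of all screened compounds plus 3 SD, cut at about 10% in these data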;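 note: 0% = DMSO wells and 100% = sodium butyrate wells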
# PLC-gamma1 inh = blocks human PLC-gamma1 enzyme activity; P19174; purified PLC-gamma1, fluorogenic substrate, fluorescence; inhibition, % at 12.2 µM; hit rate 0.84% among 370,000; in the data active = inhibition above about 9.5%
# Active calls of the source: *; · = no result given.
SMILES,PLCb3 inh,ADAM17 inh,hcDAF-12 act,SMARCA2 activ,MBD2 DNA inh,ssDAF-12 act,DAX1 inh-1,DAX1 inh-2,Rev-erbA mod,hgDAF12 agonist,PLC-gamma1 inh
COC(=O)c1ccc2nc(-c3ccccc3)c(Cc3cccc(Cl)c3)n2c1,-99,-25,3.7,-2,8,1.2*,·,1.8,4,9.0,-66
COc1ccc(CCN(C)C(=O)c2oc3ccccc3c2C)cc1OC,1,-3,1.5,2,0,0.0,-0.3,-0.5,0,0.0,2
Cc1cc(C(=O)CN2CCC(C)CC2)c(C)n1-c1ccc(F)cc1,-4,-2,1.1,6,6,0.4,1.1,2.6,9,14*,-5
O=c1c2[nH]cnc2n(-c2cccc(F)c2)c(=O)n1Cc1ccccc1,-3,-6,-2.2,2,3,-0.7,1.0,-0.3,0,-1.7,-2
O=C(c1cc(=O)[nH]c2ccccc12)N1CCN(S(=O)(=O)c2ccc(Cl)cc2)CC1,-34,-23,-1.0,0,0,-0.8,-1.2,-2.8,-4,0.2,-29
CC(C)CCn1c2ccccc2c2cc(CC(N)=O)ccc21,-5,3,0.8,-3,-2,-1.8,-0.1,-0.2,6,1.4,1
CCCCNC(=O)c1onc(CSc2ccccc2F)c1C(=O)O,-3,-3,-0.9,-1,0,-1.1,0.8,0.1,-2,1.1,-5
COC(=O)/C(C#N)=C/c1c[nH]c2ccccc12,0,1,8.1*,1,-9,0.2,2.7,-0.2,2,10,-2
CC(=O)c1ccc(N(C(=O)c2ccco2)C(C(=O)NC2CCCC2)c2cccs2)cc1 (centres undefined),-5,-1,0.4,-1,-1,-1.7,-0.9,0.5,2,0.5,2
COc1cccc(CC(=O)OCC(=O)NCc2ccc3c(c2)OCO3)c1,-1,-4,-0.9,0,4,-0.4,-0.2,0.2,1,-1.4,4
CCCCCNC(=O)C1CC=CCC1C(=O)O (centres undefined),0,-3,-1.1,0,6,-1.1,1.6,1.5,-5,-0.7,0
O=C(CN1CCN(Cc2ccccc2)CC1)NCC1COc2ccccc2O1 (centres undefined),2,3,0.0,-1,-6,-1.8,1.1,-0.7,1,-0.2,2

# 4 of the entries above in order of their number in ssDAF-12 act, smallest number first.
Compound	PLCb3 inh	ADAM17 inh	hcDAF-12 act	SMARCA2 activ	MBD2 DNA inh	ssDAF-12 act	DAX1 inh-1	DAX1 inh-2	Rev-erbA mod	PLC-gamma1 inh
CCCCCNC(=O)C1CC=CCC1C(=O)O (centres undefined)	0	-3	-1.1	0	6	-1.1	1.6	1.5	-5	0
O=C(c1cc(=O)[nH]c2ccccc12)N1CCN(S(=O)(=O)c2ccc(Cl)cc2)CC1	-34	-23	-1.0	0	0	-0.8	-1.2	-2.8	-4	-29
COc1cccc(CC(=O)OCC(=O)NCc2ccc3c(c2)OCO3)c1	-1	-4	-0.9	0	4	-0.4	-0.2	0.2	1	4
Cc1cc(C(=O)CN2CCC(C)CC2)c(C)n1-c1ccc(F)cc1	-4	-2	1.1	6	6	0.4	1.1	2.6	9	-5

# The list continues:
SMILES,PLCb3 inh,ADAM17 inh,hcDAF-12 act,SMARCA2 activ,MBD2 DNA inh,ssDAF-12 act,DAX1 inh-1,DAX1 inh-2,Rev-erbA mod,hgDAF12 agonist,PLC-gamma1 inh
Clc1ccccc1C1=CC(c2ccco2)n2nnnc2N1 (centres undefined),-15,-6,0.3,0,0,-1.3,0.4,-1.0,2,-2.9,-11
COc1cc(C=NN=c2sc3ccccc3n2C)ccc1OCCO,-4,-4,-0.6,11*,-5,0.4,·,2.2,7,12*,1
CC1Sc2ccc(S(=O)(=O)CCC(=O)N3CCc4ccccc43)cc2NC1=O (centres undefined),-10,-4,4.9,-1,-3,0.3,0.7,0.0,-1,-0.9,4
COc1cccc(NC(=O)NC2(C(F)(F)F)Oc3ccccc3O2)c1,-1,0,1.1,-3,3,-0.9,0.7,0.4,6,-2.0,1
CCOC(=O)c1cccc(NC(=O)CCn2c(=O)oc3ccccc32)c1,-5,1,-3.4,0,1,-0.8,-0.8,0.4,-4,-0.5,1
Cn1c(=O)[nH]c(=O)c2c1nc(OC(=O)c1ccccc1)n2CC(O)COc1ccccc1 (centres undefined),3,2,-1.1,2,3,-1.1,0.4,-0.3,-5,-0.6,3
CCOC(=O)c1cnc2c(Cl)cc(Cl)cc2c1NCCCN1CCOCC1,-14,-4,-0.1,-2,-3,-0.4,1.0,-0.1,0,-2.2,-5
CCOC(=O)c1cc(-c2ccccc2)n(CCC(=O)N2CCN(c3ccc(OC)cc3)CC2)c1C,0,2,-3.7,-3,3,-1.8,-0.6,-0.7,6,-3.2,0
Cc1ccccc1Nc1nc(N)nc(COC(=O)CCS(=O)(=O)c2ccc(Cl)cc2)n1,0,-34,-0.7,6,2,-1.1,0.1,-0.6,0,1.4,2
CCCCN(C)C(=O)C1CCN(Cc2ccccn2)CC1,-3,-3,-1.0,-3,6,-1.1,0.8,-0.6,2,-2.3,3
Cc1nc2ccc(S(=O)(=O)N(C)CC(=O)NCc3ccc(N(C)C)cc3)cc2s1,-13,5,-2.2,-2,-2,-0.8,0.1,1.1,0,-3.4,-3
CCc1nc2c(OCc3ccc(C(F)(F)F)cc3)cccn2c1N(C)C(=O)c1ccc(C)cc1,3,7,-2.3,0,1,-1.5,·,-1.4,-1,-0.2,1
COc1ccc(C)cc1NC(=O)C1CCN(S(=O)(=O)c2ccc3c(c2)C(C)(C)C(=O)N3C)CC1,0,-3,-1.4,-2,3,-0.5,-0.2,-0.8,8,0.0,2
COc1ccc(/C=C/C(=O)c2ccc(OC)cc2OC)cc1,-1,0,-2.9,4,-5,-1.6,-0.6,-2.0,-11,0.5,-3
CC(c1n[nH]c(=S)n1-c1ccccc1)N1CCCCC1 (centres undefined),-2,-2,-0.5,-4,-6,-1.3,·,0.1,-4,-3.5,1
CCCOc1ccc(OCCCCNC(C)CC)cc1 (centres undefined),2,-5,0.6,-3,2,-0.6,1.5,0.2,-8,2.2,-2
COc1ccc(C(=O)Nc2ccc3c(c2)Cc2ccccc2-3)cc1,-2,-6,2.1,-2,2,-0.3,1.4,0.0,3,-0.3,-2
COc1ccc(CC(=O)N/N=C(\C)CC(=O)Nc2ccc(N(C)C)cc2)cc1OC,-4,-1,-2.2,0,0,-1.0,-1.5,-0.7,0,-2.3,-3
COc1cc(NC(=O)C2C3C=CC(C3)C2C(=O)O)c(OC)cc1Cl (centres undefined),-1,0,0.8,0,-5,-1.1,-0.7,-0.1,-2,3.5,4
Cc1ccc2nc(N(CCN(C)C)C(=O)c3ccc4c(c3)OCCO4)sc2c1,-4,-1,0.9,1,1,-0.7,1.5,2.9,-9,4.1,1
Cc1ccc(S(=O)(=O)N2CC=C(C(=O)NC3CCCC3)CC2)cc1,-12,0,1.0,-3,3,-0.6,0.0,-0.1,0,1.4,-1
O=C(COC(=O)c1ccc(S(=O)(=O)N2CCOCC2)cc1)NC1CCCC1,-2,-3,-1.6,-3,3,0.3,-1.1,-0.3,-2,-0.3,-2
COc1ccc(OC)c(NCCN2C(=O)c3ccccc3C2=O)c1,4,0,0.0,-6,-4,-1.4,0.9,-0.6,-1,-1.7,4
Cc1oc(-c2ccc3c(c2)OCCO3)cc1C(=O)NC(CCC(=O)O)C(=O)O (centres undefined),-6,-3,2.5,3,1,-0.8,2.0,0.6,4,2.6,-3
c1ccc(Cn2cc(CCOCc3ccccn3)c3ccccc32)cc1,-17,3,2.3,5,-4,0.9*,·,4.9*,12,8.7,-9
CCCc1ccc(Oc2cn[nH]c2-c2ccc(O)c(C)c2O)cc1,-5,14*,-3.1,-6,4,-1.7,-1.7,-1.1,7,-4.8,1
COc1cccc(C(=O)Nc2cccc(C(=O)NC3=NN(c4c(Cl)cc(Cl)cc4Cl)C(=O)C3)c2)c1,-3,-1,-0.9,-2,-3,-0.7,0.1,0.2,1,-1.3,-2
Cc1cccc(C)c1N1CCN(c2n[nH]c(N)n2)CC1,4,1,-2.5,0,-4,-1.1,0.5,0.0,-2,2.7,2
CCN(CC)C(=O)c1ccc2nc([C@@H]3O[C@H](CO)[C@H](O)[C@H](O)[C@H]3O)[nH]c2c1,3,-3,0.5,-4,-7,-0.3,·,0.2,1,1.4,2
CCOC(=O)N1CCN(C(=O)C[C@H]2C[C@@]3(C(=O)OC)C(=C[C@H](C(C)(C)C)O[C@@H]3C)N(CCc3ccc(OC)c(OC)c3)C2=O)CC1,2,-1,-0.4,-2,0,-0.9,·,0.2,0,0.3,-2
O=C(Cn1ccc(NC(=O)OCc2ccccc2)nc1=O)NCC1CCCO1 (centres undefined),1,-2,-0.2,1,-7,-1.3,0.1,0.1,-4,-0.8,1
CCn1cc(C(=O)NCC2CCCO2)c(=O)c2cc(S(=O)(=O)N3CCCCCC3)ccc21 (centres undefined),2,-4,-2.2,0,2,-1.5,0.1,-0.1,3,-0.8,7
Nc1c2c(nn1-c1ccc(F)cc1)CSC2,-7,-3,-1.5,-1,3,-0.8,0.5,0.1,-1,-0.5,0
O=S(=O)(Nc1ccccn1)c1ccc(Cl)cc1,-9,-4,-1.4,-2,0,-1.5,-0.3,-0.1,1,0.5,-2
COC(=O)CN(C#N)c1nc(NC(C)C)nc(NC(C)C)n1,-1,2,0.4,0,-4,-0.8,-0.5,-0.8,7,-2.2,1
O=C(Nc1ccccc1)c1cc(C2CCCCN2S(=O)(=O)c2cccs2)on1 (centres undefined),5,3,0.2,1,-1,-0.9,·,2.4,1,8.8,2
Cn1c2ccccc2n2c(=O)c(Cl)c(-c3ccccc3)c(C#N)c12,-68,-71,0.9,-2,3,-0.1,0.5,0.2,41*,1.0,-68
COCC1=C(C(=O)OC(C)OC(=O)OC(C)C)N2C(=O)[C@@H](NC(=O)/C(=N\OC)c3csc(N)n3)[C@H]2SC1 (some centres undefined),-4,-3,-1.2,0,-7,-1.6,-1.7,0.0,3,-1.0,0
O=C(O)C1CCCN(S(=O)(=O)c2ccccc2[N+](=O)[O-])C1 (centres undefined),-4,6,-2.8,0,2,-1.4,0.8,0.0,1,-0.9,0
CCCN1CCN(C(=O)c2oc3ccccc3c2NC(=O)COc2ccc(OC)cc2)CC1,-5,-5,-1.4,-2,-1,-1.7,-0.6,1.0,4,1.4,0
COc1cc(C(=O)Nc2cccc(-c3nncn3C)c2)cc(OC)c1OC,1,-4,-0.1,-1,-1,-1.3,1.7,0.0,5,-1.1,3
Cc1cccc2cc(CN(CCCO)C(=O)Nc3ccc(Cl)cc3)c(=O)[nH]c12,2,-2,-0.5,1,-3,0.2,-0.5,-0.6,-2,-0.4,1
Cc1cc(NS(=O)(=O)c2ccc(NC(=O)COc3ccccc3C(C)(C)C)cc2)no1,-9,-2,-1.5,0,-1,-1.0,0.2,3.0,1,-0.7,-1
C=CCN(C(=O)Nc1ccc(Cl)cc1)C1CC(=O)N(c2ccc(OC)cc2)C1=O (centres undefined),4,1,0.1,-2,0,-0.9,-0.5,-0.5,-6,-1.2,0
CSC1=C(C#N)C(C)C2=C(CC(C)(C)CC2=O)N1 (centres undefined),-62,-14,-0.6,-2,3,-1.3,0.4,-0.2,0,0.1,-52
O=C(c1ccccc1)N(CCCl)C(=O)N(CCCl)C(=O)c1ccccc1,2,-4,-0.4,-3,1,-1.5,0.8,-0.1,-3,0.6,0
Cc1ccccc1CC(=O)OCC(=O)Nc1ccc(C)c(S(=O)(=O)N2CCCCC2)c1,-5,6,1.4,-4,0,-1.5,0.0,-0.2,2,2.4,-1

# Source: PubChem
